Compound activity as filed in PubChem BioAssay.
POLK inh: inhibitors of human DNA polymerase kappa; Potency, µM (titrated, usually from 107 µM), without a hit: top-dose activity, negative = inhibition, actives largely listed as inhibitors; purified Pol kappa, fluorescent DNA synthesis assay, 10 min; hit rate 0.53% among 400,000; Q9UBT6; further: potency means the concentration at half of the fitted maximal effect; on the % scale 0 is the no-effect control and ±100 the full control effect
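Kinetic fluorescence screen: compound preincubated 15 min RT with 10 nM enzyme; 50 nM substrate (final) initiates; reads at 0/10 min.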
GRP78 ERSR act: ER stress response induction in glioma; Potency, µM, without a hit: top-dose activation, actives largely listed as activators; hit rate 0.02% among 420,000; U87-MG GRP78 promoter luciferase reporter, 16 h; further: potency means the concentration at half of the fitted maximal effect; series mostly up to about 76 µM; % of control where 0% means no effect; nearly all actives have a fitted effect of over 35% in size
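Stably transfected U87-MG glioma cells carrying a GRP78-based luciferase sensor; 16 h compound incubation. Luminescence end-point read 10 min after Bright-Glo addition at room temperature.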
Pol beta inh: inhibitors of human DNA polymerase beta; Pol beta primer extension/strand displacement, fluorescence kinetic; Potency, µM (doses to about 114 µM), for the others: at the top dose activity change, negative = inhibition, most hits filed as inhibitors; hit rate 1.3% among 340,000; further: potency means the concentration at half of the fitted maximal effect; on the % scale 0 is the no-effect control and ±100 the full control effect
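Kinetic readout of DNA synthesis with strand displacement by Pol beta. Compound and 10 nM enzyme sit 15 min at room temperature; 50 nM substrate starts the reaction, read immediately and at 10 min.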
APEX1 inh: APE1 (human) endonuclease inhibition; recombinant APE1, TAMRA/BHQ-2 abasic DNA cleavage fluorescence; AID 2517; hit rate 0.35% among 350,000; Potency, µM (doses to about 65.8 µM), for inactives: at the top dose activity change, negative = inhibition, actives largely listed as inhibitors;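 further: potency means the concentration at half of the fitted maximal effect; plate controls were vehicle for no effect and reference inhibitor for full effect; nearly all actives have a fitted effect of over 55% in size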
Target sequence (P27695 whole entry, looked up): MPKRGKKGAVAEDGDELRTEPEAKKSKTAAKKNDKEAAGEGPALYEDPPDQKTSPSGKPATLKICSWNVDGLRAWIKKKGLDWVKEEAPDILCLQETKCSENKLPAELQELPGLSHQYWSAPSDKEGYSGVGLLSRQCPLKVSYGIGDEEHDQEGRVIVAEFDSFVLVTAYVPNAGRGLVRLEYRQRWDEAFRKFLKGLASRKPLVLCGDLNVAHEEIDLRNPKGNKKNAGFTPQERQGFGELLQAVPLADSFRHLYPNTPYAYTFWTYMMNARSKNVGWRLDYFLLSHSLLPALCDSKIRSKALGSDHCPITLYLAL
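APE1 at 0.75 nM preincubated 15 min at room temperature with compound. Reaction then started with 50 nM double-stranded THF-abasic substrate labelled with TAMRA/BHQ-2, and 525/598 nm fluorescence read kinetically. Activity taken as third-minus-first read difference, normalized to DMSO and NSC13755 controls.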
POLH inh: DNA polymerase eta (human) inhibition; Q9Y253; recombinant Pol eta, fluorescent DNA replication assay; Potency, µM (doses to about 114 µM), without a hit: top-dose activity change, negative = inhibition, actives largely listed as inhibitors; hit rate 1.2% among 390,000; further: potency means the concentration at half of the fitted maximal effect; on the % scale 0 is the no-effect control and ±100 the full control effect
Target sequence (Q9Y253 whole entry, looked up): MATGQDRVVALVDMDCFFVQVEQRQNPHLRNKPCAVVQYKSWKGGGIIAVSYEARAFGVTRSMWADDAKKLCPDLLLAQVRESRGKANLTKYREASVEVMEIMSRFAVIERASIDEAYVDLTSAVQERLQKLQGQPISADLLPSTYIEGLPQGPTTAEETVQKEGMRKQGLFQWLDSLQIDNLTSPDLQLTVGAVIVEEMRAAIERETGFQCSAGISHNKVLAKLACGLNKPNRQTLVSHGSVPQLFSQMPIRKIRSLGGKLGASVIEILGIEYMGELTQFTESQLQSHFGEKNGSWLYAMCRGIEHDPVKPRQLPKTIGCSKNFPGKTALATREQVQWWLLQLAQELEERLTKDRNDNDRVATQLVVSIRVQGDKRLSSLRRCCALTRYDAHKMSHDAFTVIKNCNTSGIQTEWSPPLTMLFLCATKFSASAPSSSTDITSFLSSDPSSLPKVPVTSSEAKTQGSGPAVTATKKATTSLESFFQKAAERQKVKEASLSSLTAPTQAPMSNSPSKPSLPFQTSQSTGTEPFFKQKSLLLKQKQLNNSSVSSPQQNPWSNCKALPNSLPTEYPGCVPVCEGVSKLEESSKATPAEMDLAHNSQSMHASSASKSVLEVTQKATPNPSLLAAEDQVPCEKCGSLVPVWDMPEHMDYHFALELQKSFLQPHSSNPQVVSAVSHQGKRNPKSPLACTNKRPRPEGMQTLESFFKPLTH
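Fluorescent replication assay: 50 nM final substrate added after a 15 min room-temperature compound preincubation with 10 nM enzyme. Signal taken at 0 min and again at 10 min.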
Anesthetic bind: candidate novel general anesthetic via apoferritin binding; Potency, µM (highest dose often 77.5 µM), inactives show top-dose activity change, negative = displacement, most hits filed as inhibitors; P02791; AID 485281; apoferritin/1-aminoanthracene competitive binding, fluorescence; hit rate 0.074% among 350,000; further: potency means the concentration at half of the fitted maximal effect; on the % scale 0 is the no-effect control and ±100 the full control effect; nearly all actives have a fitted effect of over 20% in size
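Read-out: endpoint 1-AMA fluorescence, excitation 380 nm and emission 535 nm, after compounds sit 10 min at room temperature with 10 uM horse-spleen apoferritin in 50% saturated 1-AMA/PBS. Values come from four-parameter Hill fits.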
LDHA block: LDHA (human) enzyme inhibition; P00338; activity change, % (values are at about 110 or 230 µM); purified LDHA, NADH/diaphorase-resazurin fluorescence; hits give low values; AID 1347041; hit rate 0.15% among 480,000; in the data active means activity change below about -30%; inconclusive means mostly about -25% to -30%;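 further: plate controls were DMSO wells for no effect and wells without enzyme for full effect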
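Resorufin fluorescence (ex540/em590), read at 0 and 20 min after diaphorase/resazurin addition, reports the NADH left after a 5 min room-temperature reaction of 2 nM human LDH5 with 0.06 mM NADH and 0.2 mM pyruvate.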
BLM helicase inh: blocks DNA unwinding by human BLM helicase; P54132; recombinant BLM DNA unwinding, fluorescence dequenching; Potency, µM (doses to about 56.1 µM), for inactives: at the highest dose activity change, negative = inhibition, actives largely listed as inhibitors; hit rate 0.2% among 350,000;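 further: potency means the concentration at half of the fitted maximal effect; plate controls were vehicle for no effect and no enzyme for full effect; nearly all actives have a fitted effect of over 35% in size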
POLI inh: DNA polymerase iota (human) inhibition; Q9UNA4; Pol iota fluorescent replication assay, 10 min; hit rate 1% among 390,000; Potency, µM (titrated, usually from 115 µM), without a hit: at the highest dose activity, negative = inhibition, hits mostly inhibitors; further: potency means the concentration at half of the fitted maximal effect
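Pol iota at 10 nM preincubated 15 min with compounds at room temperature; reaction started with fluorescent substrate, 50 nM final. Fluorescence read kinetically at 0 and 10 min; buffer-only wells as negative control.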
* hit, by the source's call; u = inconclusive; x = not tested or not shown; & = joins results of further samples; [ ] = another dose, or the depositor's remark. Unless noted, the call rests on the fitted dose curve; in most records, active means well fitted curve in the direction sought with a large enough effect; inconclusive means small, poorly fitted or top-dose-only effect, or another doubt; inactive means no such curve, though single readings can be large; an effect the other way counts as inactive or inconclusive.

Preview:
1) CC1CCN(C(=O)c2cc(-c3ccc(Cl)cc3)on2)CC1
2) CC(NC(=O)c1ccccc1)C(=O)N/N=C/c1ccccc1 (stereo not given)
3) COc1ccccc1N1CCN(C(=O)C(F)F)CC1
compound no.,1,2,3
POLK inh,-5.3%,-0.7%,-8.9%
GRP78 ERSR act,2.7%,-4.2%,-2.2%
Pol beta inh,-14.8%,1.4%,6.0%
APEX1 inh,x,-1.5%,1.5%
POLH inh,-21.4%,-13.1%,-15.5%
Anesthetic bind,-8.7%,-7.7%,-5.4%
LDHA block,-0.2,-2.2,0.1
BLM helicase inh,-3.4%,-3.4%,-3.4%
POLI inh,14.3%,93.8%[activator],22.3%

All compounds of this part, repeating the preview:
1) CC1CCN(C(=O)c2cc(-c3ccc(Cl)cc3)on2)CC1
2) CC(NC(=O)c1ccccc1)C(=O)N/N=C/c1ccccc1 (stereo not given)
3) COc1ccccc1N1CCN(C(=O)C(F)F)CC1
4) O=c1c(CCc2ccccc2)nc2cnc(Nc3ccccc3)nc2n1Cc1cccs1
5) Clc1cccc(-c2ccc3ncnc(NCc4cccs4)c3c2)c1
6) O=C(CC1CCS(=O)(=O)C1)Nc1ccc[nH]c1=O (stereo not given)
compound no.,1,2,3,4,5,6
POLK inh,-5.3%,-0.7%,-8.9%,-2.4%[60.1 µM],8.6%,-4.4%
GRP78 ERSR act,2.7%,-4.2%,-2.2%,-3.2%,-3.5%,-2.3%
Pol beta inh,-14.8%,1.4%,6.0%,x,x,9.2%
APEX1 inh,x,-1.5%,1.5%,-4.3%,3.5%&13.4%,8.7%
POLH inh,-21.4%,-13.1%,-15.5%,x,-8.0%,-0.5%
Anesthetic bind,-8.7%,-7.7%,-5.4%,x,x,26.8%
LDHA block,-0.2,-2.2,0.1,x,0.6,13.1
BLM helicase inh,-3.4%,-3.4%,-3.4%,3.3%,x,-16.2%
POLI inh,14.3%,93.8%[activator],22.3%,x,-15.6%,22.2%

7) CC(=O)Oc1ccc(N2C(=O)c3cccc4c([N+](=O)[O-])ccc(c34)C2=O)cc1
8) O=C(Nc1cccc(C2OCCCO2)c1)c1cccs1
9) CN1c2ccsc2/C(=N/Nc2ccccc2)CS1(=O)=O
10) COc1ccc(S(=O)(=O)N2CCCOC2CNC(=O)C(=O)NCCCn2ccnc2)cc1OC (stereo not given)
11) CCOCCCNC(=O)C(c1ccccc1)N(Cc1cccs1)C(=O)CNC(C)=O (stereo not given)
12) O=C(c1noc2c1CCCC2)N1CCOCC1
compound no.,7,8,9,10,11,12
POLK inh,8.3%,-9.8%,-8.8%,-2.7%,-10.4%,-9.0%
GRP78 ERSR act,-4.0%,-1.3%,12.3%,-1.5%,-2.8%,-0.7%
Pol beta inh,18.4%,12.8%,0.2%,0.3%,4.6%,35.5%
APEX1 inh,-6.9%,-13.4%,-0.1%,-3.8%,18.3%,-3.2%
POLH inh,1.3%,-6.2%,-3.3%,-2.7%,-14.6%,-0.2%
Anesthetic bind,-14.7%,5.8%,u,-10.1%,3.9%,-4.6%
LDHA block,1.4,-6.4,-3.5,-6.2,0.5,-2.2
BLM helicase inh,0.4%,4.6%,-12.4%,0.1%,0.2%,-1.3%
POLI inh,u,35.3%[activator],u,4.5%,84.6%[activator],26.4%

13) Cc1ccc2c(c1)C(c1ccccc1)N(C(=O)c1ccc3c(c1)OCO3)CC(=O)N2 (stereo not given)
14) CCn1c(SCC(=O)N(C)C)nc2cc(S(=O)(=O)N3CCOCC3)ccc21
15) O=c1oc2ccccc2cc1O
16) COc1ccc(C(=O)NCc2nnc(SCC(=O)c3ccccc3)n2C)cc1OC
17) O=C(COC(=O)c1ccc(O)cc1O)Nc1cccc2ccccc12
18) CC(C)c1ccc(C(CC(=O)O)NC(=O)c2cccs2)cc1 (stereo not given)
compound no.,13,14,15,16,17,18
POLK inh,4.5%,0.1%,-7.5%[60.1 µM],-0.6%,-5.1%,3.5%
GRP78 ERSR act,-1.7%,-0.8%,-2.4%,1.8%,1.7%,-3.3%
Pol beta inh,-12.6%,x,x,x,x,34.9%
APEX1 inh,-10.0%,19.5%,-2.1%,21.0%,-35.0%,19.1%
POLH inh,-21.5%,-2.9%,x,-9.8%,u,-19.0%
Anesthetic bind,-14.5%,x,3.2%,x,x,-2.0%
LDHA block,-0.4,-0.4,x,-0.1,0.5,-1.0
BLM helicase inh,-2.5%,x,-8.9%,x,x,2.5%
POLI inh,19.2%,28.1%,x,-0.5%,-1.1%,7.7%

19) O=C(CN1CCCCCC1)Nc1ccccc1Oc1ccccc1
20) CCc1ccccc1NC(=O)COc1ccc2oc(-c3ccc(OC)cc3)cc(=O)c2c1
21) COC(=O)c1ccccc1-c1ccc(/C=C2\C(=O)N(c3ccccc3)N=C2c2ccccc2)o1
22) Cc1noc(C)c1S(=O)(=O)N1CCC(C(=O)O)CC1
23) CCOC(=O)CN1C(=O)N[C@H](c2ccc(Br)cc2)C(C(C)=O)=C1C
24) CCOC(=O)N1CCN(C(=O)C2CCC(=O)N(CCCc3ccccc3)C2)CC1 (stereo not given)
compound no.,19,20,21,22,23,24
POLK inh,-3.5%,-34.2%,9.0%,0.5%,1.2%,-6.0%
GRP78 ERSR act,-8.8%,-1.4%,-2.8%,-2.0%,-1.2%,-3.8%
Pol beta inh,22.2%,u,22.9%,x,9.4%,13.4%
APEX1 inh,-2.2%,5.2%,-1.2%,6.9%,31.6µM*,6.2%
POLH inh,-8.6%,u,-9.0%,-16.3%,-2.5%,-15.4%
Anesthetic bind,-11.5%,7.0%,-12.9%,x,-5.0%,-4.8%
LDHA block,-3.9,-4.1,2.4,-0.5,-3.6,-4.0
BLM helicase inh,-10.2%,-26.4%,-2.3%,x,-5.7%,1.9%
POLI inh,-9.5%,u,-0.5%,-15.6%,u,33.9%[activator]

25) O=C1C=C(c2ccc(Cl)nc2)C[C@@H](c2ccc3c(c2)OCO3)C1
26) COc1ccc(C)cc1NC(=O)COC(=O)c1c(C)nn(-c2ccccc2)c1C
27) CC1=C(C(=O)Nc2ccc(C)cc2C)C(c2sccc2C)n2ncnc2N1 (stereo not given)
28) CCOCCc1nnc(NC(=O)C(=O)c2cc(C)n(-c3cccc(C)c3)c2C)s1
29) COc1cc2c(cc1OC)C(c1ccc(C(F)(F)F)cc1)CC(=O)N2 (stereo not given)
30) CCC(SC1=N/C(=C/c2ccccc2)C(=O)N1c1ccccc1)C(=O)Nc1cc(C)on1 (stereo not given)
compound no.,25,26,27,28,29,30
POLK inh,-8.9%,-15.9%,-5.1%[60.1 µM],-16.1%,-5.7%,-5.2%
GRP78 ERSR act,-0.7%,4.1%,-5.4%,1.0%,1.4%,-5.6%
Pol beta inh,x,x,3.4%,-22.5%,38.8%,-1.8%
APEX1 inh,-8.4%,-12.7%,x,x,-2.0%,-5.6%
POLH inh,-11.3%,-5.8%,-4.6%,-3.8%,-16.7%,-3.0%
Anesthetic bind,x,x,-13.1%,-9.4%,-17.7%,-14.9%
LDHA block,-8.8,0.2,-0.4,-3.7,-4.5,-0.9
BLM helicase inh,x,x,2.4%,-6.0%,-5.3%,-3.1%
POLI inh,-17.2%,-28.5%,8.6%,-6.2%,0.0%,75.7%[activator]

31) OC1(C2(O)CC(c3ccccc3)ON2)CCCCC1 (stereo not given)
32) Cc1ccc(-c2n[nH]c(=O)c3ccccc23)cc1S(=O)(=O)NCC1CCCO1 (stereo not given)
33) CCOC(=O)c1c(NC(=O)C(C)Sc2cn(CCNC(=O)c3ccc(OC)cc3)c3ccccc23)sc2c1CCC2 (stereo not given)
34) CCOC(=O)c1ccc(N2C(=O)c3[nH]nc(-c4ccc(OC)cc4)c3C2c2ccccc2Cl)cc1 (stereo not given)
35) O=C(COC(=O)COc1ccc(Cl)cc1)NC1CCCC1
36) O=C(/C=C/C=C/c1ccccc1)CC1(O)C(=O)N(CCc2ccccc2)c2ccccc21 (stereo not given)
compound no.,31,32,33,34,35,36
POLK inh,2.1%,1.6%,-10.2%,5.3%,-5.2%,-18.5%
GRP78 ERSR act,-11.5%,-3.0%,-3.8%,-1.1%,-2.6%,2.1%
Pol beta inh,0.8%,54.9%,12.1%,36.5%,x,13.3%
APEX1 inh,0.4%,14.0%,x,x,30.7%,-6.4%
POLH inh,-9.4%,-5.5%,-4.6%,-19.3%,-6.8%,-16.2%
Anesthetic bind,u,-8.9%,-5.3%,-4.0%,x,u
LDHA block,-4.1,-3.1,1.7,-6.1,-2.4,1.2
BLM helicase inh,-2.6%,-2.2%,-8.4%,-12.1%,x,-14.4%
POLI inh,u,39.4%[activator],11.9%,3.3%,-12.8%,-14.4%

37) CCC(c1nnnn1Cc1ccco1)N(CCc1ccccc1)Cc1cc2cc(C)ccc2[nH]c1=O (stereo not given)
38) O=C(N/N=C/c1ccncc1)c1ccccc1[N+](=O)[O-]
39) O=C(CSc1ccc2nnc(-c3ccccn3)n2n1)NCc1ccco1
40) Cc1ccc(S(=O)(=O)N2CCOCC2)cc1C(=O)OCc1nnc(-c2ccccc2)o1
41) CCN(Cc1ccccc1)C(=O)COc1ccccc1
42) CC1=NN(c2ccc(Cl)cc2)C(=O)/C1=C\c1cccn1-c1ccc(S(N)(=O)=O)cc1
compound no.,37,38,39,40,41,42
POLK inh,-9.6%,0.6%,-3.4%,-4.4%,-1.2%,0.0%
GRP78 ERSR act,-5.3%,-1.4%,-4.9%,4.2%,-0.3%,-5.4%
Pol beta inh,13.8%,2.7%,19.1%,x,6.4%,7.6%
APEX1 inh,-2.2%,6.5%,-0.8%,2.7%,1.0%,-8.7%
POLH inh,-25.7%,-14.9%,u,-6.0%,-18.5%,-0.1%
Anesthetic bind,4.4%,-1.2%,1.3%,x,u,u
LDHA block,-0.4,1.7,5.5,-12.9,-2.0,-3.5
BLM helicase inh,-6.4%,-2.1%,-7.3%,x,-1.3%,-10.3%
POLI inh,-5.3%,65.9%[activator],u,23.1%,74.1%[activator],20.2%

Some of the compounds tested. The share of hits here may be higher or lower than overall.
